TRHR agonist: qHTS for Small Molecule Agonists and Allosteric Enhancers of Human TRH Receptor: Primary Screen for Agonists. TRHR cells, calcium flux fluo-8, FDSS agonist mode. activation, % at 2 µM. actives 0.18% (n = 360,000). AID 493084, 2011; in the data active = activation above about 30%; note: 0% is about no effect
Target sequence (P34981 whole entry, looked up): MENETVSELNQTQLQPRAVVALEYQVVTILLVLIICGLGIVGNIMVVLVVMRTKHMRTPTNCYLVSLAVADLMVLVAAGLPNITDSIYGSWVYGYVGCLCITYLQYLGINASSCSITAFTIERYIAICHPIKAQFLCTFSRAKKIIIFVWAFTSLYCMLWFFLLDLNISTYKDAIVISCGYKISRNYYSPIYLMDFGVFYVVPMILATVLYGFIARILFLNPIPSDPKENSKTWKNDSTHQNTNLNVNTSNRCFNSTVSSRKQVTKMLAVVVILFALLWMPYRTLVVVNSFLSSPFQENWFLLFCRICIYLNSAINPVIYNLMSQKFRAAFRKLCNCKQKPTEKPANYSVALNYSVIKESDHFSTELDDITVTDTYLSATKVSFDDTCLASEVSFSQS
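Steps: seed TRHR cells overnight; add fluo-8 no-wash Ca dye, RT 30 min–1.5 h; record 10 s baseline; pin-transfer compounds; monitor fluorescence 1 cycle/s for the agonist window. Calcium increases flag candidate agonists.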
PI4K2A inh: qHTS for small molecular inhibitors of PI4K2A; purified PI4K2A, ADP-Glo luminescence, 1 h; stronger effect = lower value; activity change, negative = inhibition, % at 76.9 µM; actives 0.13% (n = 420,000); AID 1346378, 2018; in the data active = activity change below about -50%; inconclusive = mostly about -30% to -49%;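 note: -100% = wells without enzyme as full effect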
Target sequence (Q9BTU6 whole entry, looked up): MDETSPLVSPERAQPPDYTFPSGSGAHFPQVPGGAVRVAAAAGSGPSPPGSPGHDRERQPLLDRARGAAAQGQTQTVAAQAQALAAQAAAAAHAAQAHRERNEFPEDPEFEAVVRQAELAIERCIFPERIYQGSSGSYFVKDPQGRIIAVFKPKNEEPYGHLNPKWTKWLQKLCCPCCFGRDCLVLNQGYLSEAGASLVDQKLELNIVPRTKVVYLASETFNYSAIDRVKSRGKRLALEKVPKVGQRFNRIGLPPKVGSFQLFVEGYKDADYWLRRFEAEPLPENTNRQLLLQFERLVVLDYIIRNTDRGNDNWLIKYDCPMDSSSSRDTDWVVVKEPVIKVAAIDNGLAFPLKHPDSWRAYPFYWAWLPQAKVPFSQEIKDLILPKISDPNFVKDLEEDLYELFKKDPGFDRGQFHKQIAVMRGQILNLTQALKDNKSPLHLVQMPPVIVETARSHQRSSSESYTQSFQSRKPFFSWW
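Compounds are screened against recombinant PI4K2A using PI as substrate and ATP, the latter dispensed at 300 microM. Reactions run one hour at ambient temperature before ADP-Glo detection; full inhibition defined by wells lacking enzyme.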
USP1 inh: Inhibitors of USP1/UAF1: Primary Screen; actives 0.23% (n = 390,000); recombinant USP1/UAF1, Ub-Rhodamine cleavage fluorescence; Potency, µM (top dose mostly 57.1 µM), without a hit: at the top dose activity change, negative = inhibition, usual class: inhibitors; Ubiquitin carboxyl-terminal hydrolase 1 (Homo sapiens), O94782; note: potency is the fitted concentration of half-maximal effect; % is set by controls: 0 for no effect and ±100 for the full control effect; nearly all actives have a fitted effect of over 60% in size; inactives centre near -12
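USP1/UAF1 complex (1 nM) preincubated 15 min at room temperature with compound, then Ub-Rho substrate (150 nM final) added. Kinetic fluorescence at 480/540 nm over 6 reads at 60 s intervals; 50 mM HEPES pH 7.8, 0.5 mM EDTA, 0.1 mg/ml BSA, 1 mM TCEP, 0.01% Tween-20.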
rTrxR1 inhibitor: qHTS Assay for Inhibitors of Mammalian Selenoprotein Thioredoxin Reductase 1 (TrxR1): qHTS; Thioredoxin reductase 1, cytoplasmic (Rattus norvegicus), O89049; recombinant rTrxR1, NADPH fluorescence consumption, selenite substrate; Potency, µM (top dose mostly 114 µM), inactives show top-dose activity change, negative = inhibition, most hits filed as inhibitors; actives 1% (n = 390,000); note: potency is the fitted concentration of half-maximal effect; % is set by controls: 0 for no effect and ±100 for the full control effect; nearly all actives have a fitted effect of over 65% in size
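Rat TrxR1 (90 nM in the dispensed reagent) was pre-reduced with 400 uM NADPH for 5 min at room temperature, then incubated with compound for 15 min. After 400 uM selenite was added, NADPH fluorescence (Ex 340/Em 450 nm) was followed for 8 min.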
D2 agonist: HTS Assay for Allosteric Agonists of the Human D2 Dopamine Receptor: Primary Screen for Agonists; D(2) dopamine receptor (Homo sapiens), P14416; HEK293 T-REx D2 cells, calcium flux agonist mode; activation, % at 2 µM; actives 0.53% (n = 340,000);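 active = activation over 3 SD above normal in the single-dose calcium agonist read, cut at about 30% in these data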; note: 0% is about no effect
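Tetracycline-induced HEK293 Trex cells with D2 receptor force-coupled to calcium signaling, plated overnight at 30 C and loaded with no-wash calcium dye. Calcium flux read kinetically for 180 s after compound addition; responses flag agonists.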
D2 antag: HTS Assay for Allosteric Antagonists of the Human D2 Dopamine Receptor: Primary Screen for Antagonists. D(2) dopamine receptor (Homo sapiens), P14416. HEK293 TREx D2 cells, calcium flux, dopamine EC80. inhibition, % at 10 µM. actives 2% (n = 340,000); in the data active = inhibition above about 30%; note: 0% is about no effect
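Inhibition of EC80 dopamine-driven calcium flux, recorded kinetically, defines activity here; cells are a tetracycline-induced HEK293 T-REx line expressing force-coupled D2.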
IDH1 R132H inh: qHTS for Inhibitors of mutant isocitrate dehydrogenase 1 (IDH1): qHTS | Isocitrate dehydrogenase [NADP] cytoplasmic (Homo sapiens), O75874 | IDH1-R132H enzyme, NADPH consumption, diaphorase/resazurin fluorescence | Potency, µM (titrated, usually from 76.6 µM), for the others: top-dose activity change, negative = inhibition, usual class: inhibitors | actives 0.093% (n = 390,000); note: potency is the fitted concentration of half-maximal effect; % is set by controls: 0 for no effect and ±100 for the full control effect; nearly all actives have a fitted effect of over 65% in size
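IDH1-R132H (0.5 ug/mL dispensed) in pH 7.5 Tris buffer was preincubated 30 min with compound, then given a substrate mix of 0.016 mM NADPH and 2 mM alpha-KG for 80 min at room temperature; remaining NADPH was read by diaphorase/resazurin fluorescence.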
TrxR1 substrate: qHTS Assay for Substrates of Mammalian Selenoprotein Thioredoxin Reductase 1 (TrxR1): qHTS. Thioredoxin reductase 1, cytoplasmic (Rattus norvegicus), O89049. purified TrxR1 substrate turnover, NADPH consumption readout. Potency, µM (top dose mostly 114 µM), for the others: at the highest dose activity change, negative = substrate turnover. actives 0.01% (n = 390,000). AID 588456, 2011; note: potency is the fitted concentration of half-maximal effect; % is set by controls: 0 for no effect and ±100 for the full control effect; nearly all actives have a fitted effect of over 50% in size
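Rat TrxR1, dispensed at 90 nM, was prereduced with 400 uM NADPH (final) for 5 min at ~22 deg C, then incubated with compound 15 min before 400 uM selenite. A first-read NADPH fluorescence drop versus no-compound background flagged substrates.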
TRHR PAM: qHTS for Small Molecule Agonists and Allosteric Enhancers of Human TRH Receptor: Primary Screen for Enhancers; actives 0.66% (n = 360,000); TRHR cells, fluo-8 calcium fluorescence, EC20 TRH enhancement; enhancement, % at 2 µM; AID 493056, 2011; in the data active = enhancement above about 30%; note: 0% is about no effect
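Enhancer read-out: after compound pinning and an initial kinetic agonist-mode read, an EC20 of TRH (10 nM final) was injected and fluo-8 calcium signal (Ex 480/Em 530) followed at 1 s/cycle for 100 cycles in TRHR-expressing cells.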
* hit, by the source's call; ? = inconclusive; . = no result given; [ ] = another dose, or the depositor's remark. Unless noted, calls come from the whole dose curve; as a rule, active = well fitted inhibition curve with a large enough effect; inconclusive = small, poorly fitted or top-dose-only effect; inactive = no such curve, though single readings can be large or run the other way.

SMILES	TRHR agonist	PI4K2A inh	USP1 inh	rTrxR1 inhibitor	D2 agonist	D2 antag	IDH1 R132H inh	TrxR1 substrate	TRHR PAM
Cc1sc2ncnc(OCC(=O)Nc3ccc4c(c3)OCCO4)c2c1C	0.9	4	2%	5%	-1.1	-3	-5%	0%	2
Cc1cc(NC(=O)OC(C)C)ccc1-c1ccc(NC(=O)OC(C)C)cc1C	-2.3	-1	-10%	13%[57.1 µM]	-0.5	14	-11%	5%	8
Cc1[nH]c2ccccc2c1/C=N/NC(=O)Cc1cccs1	-0.1	0	-20%	-13%	-0.5	-12	8%	-11%	-4
COc1ccc(N(C(=O)CCl)C(C(=O)NC2CCCCC2)c2cccnc2)cc1 (stereo unspecified)	0.0	15	-19%	16µM*	1.4	-2	3%	2%	3
COc1ccc(NC(=O)C2=C(C)Nc3c(C(=O)Nc4ccc(C)cc4)cnn3C2c2cc(OC)ccc2OC)cc1 (stereo unspecified)	-0.9	-6	-16%	26%	-1.6	.	0%	6%	-3
O=C1CSC(c2ccccc2)N1Cc1ccccc1 (stereo unspecified)	-0.4	.	.	.	0.5	-7	.	.	-8
CCCOc1ccccc1C1Oc2nc(SC)nnc2-c2ccccc2N1C(C)=O (stereo unspecified)	-1.5	0	-30%	3%	-0.6	.	-3%	-8%	-1
Cc1cccc(CSc2nc3sc(C)c(C)c3c(=O)n2Cc2ccco2)c1	1.7	-1	-6%	-18%	2.6	-13	8%	-9%	3
Cc1cc(C(=O)CN2C(=O)c3ccccc3S2(=O)=O)c(C)n1C(C)C	0.4	-2	-1%	2%	0.7	-3	4%	-5%	-2
Cc1cc(NC(=O)CCC2CCCC2)no1	-0.3	2	-19%	6%[57.1 µM]	0.3	-2	11%	10%[57.1 µM]	-7
CCOC(=O)C1CCCN(C(=O)N2CCOCC2)C1 (stereo unspecified)	0.4	0	-17%	16%	-0.4	4	-1%	2%	-1
COc1ccc(CN2CCc3c(c(=O)n4ncc(C(=O)N5CCN(c6ccc(F)cc6)CC5)c4n3C)C2)cc1	0.0	-3	-25%	8%[57.1 µM]	0.7	.	0%	3%[57.1 µM]	2
Cc1ccc(S(=O)(=O)N2CCc3ccccc3C2)cc1	-0.5	3	-14%	17%	-0.8	8	17%	-2%	-3
COc1ccc(CCn2c3c(c(=O)[nH]c2=O)C(NC(=O)c2ccccc2OC)(C(F)(F)F)C(=O)N3)cc1OC (stereo unspecified)	0.9	0	-14%	20%	-0.1	.	-7%	-3%	0
CN(C)CCCNC(=O)c1ccccc1Oc1ccccc1	-0.3	0	-7%	19%[57.1 µM]	-2.4	-5	8%	7%[57.1 µM]	6
O=C(O)CS(=O)(=O)c1ccc(C(F)(F)F)cn1	0.3	2	-16%	10%[57.1 µM]	0.4	-1	0%	1%[57.1 µM]	7
O=C(c1ccc2c(c1)OCO2)C1CCCN(C(=O)c2cnn(Cc3ccccc3)c2)C1 (stereo unspecified)	-0.7	-8	-13%	18%	1.0	-6	4%	3%	41*
CCOC(=O)C1CCN(C(=O)c2ccc3c(=O)n4c(nc3c2)CCCCC4)CC1	-0.3	0	?	3%	-0.3	-2	4%	7%[57.1 µM]	-4
O=C(CN1CCN(C(c2ccccc2)c2ccccc2)CC1)N1CCOCC1	-0.5	-3	1%	4%	0.2	4	0%	8%	14
CC12CCC(C(=O)Nc3cc(F)ccc3F)(CC1=O)C2(C)C (stereo unspecified)	0.0	1	-13%	25%[57.1 µM]	0.6	1	2%	2%[57.1 µM]	3
CC1CC(C)CN(C(=O)CSc2nc(N)cc(=O)[nH]2)C1 (stereo unspecified)	0.5	-6	-8%	21%[57.1 µM]	3.8	-4	10%	-5%	2
CCC/C(=N/Nc1ccc(Cl)cc1)c1cnnc(-c2ccccc2)n1	.	6	-15%	-5%	.	.	4%	-3%	.
CCCSc1nc2c(cnn2-c2ccccc2)c(=O)[nH]1	-1.4	-5	-16%	17%	-1.0	3	-1%	-2%	21
CC1CN(CCOc2ccc(F)cc2)CC(C)O1 (stereo unspecified)	-0.1	0	-23%	20%	-0.5	-6	8%	6%	0
Cc1cccc(-c2nnc3sc(-c4ccccc4)nn23)c1	-0.1	0	-15%	15%	-0.4	3	1%	12%[57.1 µM]	-4

Of the compounds above, two have a Cl atom.
SMILES	TRHR agonist	PI4K2A inh	USP1 inh	rTrxR1 inhibitor	D2 agonist	D2 antag	IDH1 R132H inh	TrxR1 substrate	TRHR PAM
COc1ccc(N(C(=O)CCl)C(C(=O)NC2CCCCC2)c2cccnc2)cc1 (stereo unspecified)	0.0	15	-19%	16µM*	1.4	-2	3%	2%	3
CCC/C(=N/Nc1ccc(Cl)cc1)c1cnnc(-c2ccccc2)n1	.	6	-15%	-5%	.	.	4%	-3%	.

(list continues)
SMILES	TRHR agonist	PI4K2A inh	USP1 inh	rTrxR1 inhibitor	D2 agonist	D2 antag	IDH1 R132H inh	TrxR1 substrate	TRHR PAM
Cc1cccc(NC(=S)/N=C(\N)Nc2nc(C)c3cc(C)ccc3n2)c1	0.1	3	-6%	-17%	0.6	-7	0%	-17%	4
CCCOc1ccc2c(=O)c(-c3cc(C(=O)OC)oc3C)c(C)oc2c1	-0.8	12	-11%	9%	0.4	9	0%	3%	-7
COC(=O)c1ccccc1NC(=O)c1ccc(-c2cccc(Cl)c2)o1	0.0	6	-12%	-5%	-1.1	3	-3%	-3%	-4
CCCNS(=O)(=O)c1ccc(CCC(=O)Nc2ccc3c(c2)OCO3)cc1	-0.8	2	-14%	9%	0.4	-3	0%	4%	0
CCN(CC)c1ccc(N=Cc2ccc(N(CC)CC)cc2O)cc1	-0.1	-12	?	5%	-0.1	2	4%	-7%	-2
O=C(CCNC(=O)C1CCN(S(=O)(=O)c2ccc(F)cc2)CC1)NCCc1cccc(F)c1	-0.3	-4	-6%	14%	1.0	3	-5%	2%	-5
Cc1cc(C(=O)O/N=C(\N)c2ccc(C(C)(C)C)cc2)no1	-1.4	0	-20%	18%	0.1	-15	0%	-1%	1
CCC12CN3CC(C)(CN(C1)C3c1c(C)n(C)c3ccccc13)C2=O (stereo unspecified)	-1.2	3	-17%	3%	1.8	.	21%	-2%	3
Cc1ccc(Cl)cc1NC(=O)C1CCN(C(=O)c2cnn(-c3ccccc3)c2-n2cccc2)CC1	-0.6	3	-15%	7%	1.4	.	-14%	2%	13
COc1ccc(-c2nc(CS(=O)CC(=O)NC3CCCCCC3)c(C)o2)cc1 (stereo unspecified)	-0.4	-9	-18%	?	0.0	7	-5%	3%	-2
COc1ccc(N2CS(=O)(=O)/C(=C/N(C)C)C2=O)cc1	0.9	-8	-4%	5%	.	.	2%	3%[0.457 µM]	-4
O=C1c2cccc3cccc(c23)C(=O)N1Nc1ccccc1	0.0	2	3%	8%[57.1 µM]	-0.4	0	2%	3%[57.1 µM]	-1
O=C(CCN1C(=O)/C(=C\c2ccccc2)SC1=S)NNC(=O)c1ccccc1O	-0.4	-9	-17%	20%	0.2	7	0%	-2%	4
O=C(NC1CCCCCCC1)C1CCN(S(=O)(=O)N2CCCC2)CC1	-0.2	1	6%	5%	-0.2	0	0%	-3%[57.1 µM]	12
Cc1ccc(NC(=O)c2sc(N)nc2-c2ccc([N+](=O)[O-])cc2)cc1C	-0.4	-1	5%	27%	0.8	13	-1%	3%	7
COc1ccc(OC)c(Nc2cc(-c3ccccc3)nc(N)n2)c1	-0.5	-15	-15%	-5%	-0.8	-13	7%	-11%	-6
CC(=O)c1cccc(NC(=O)CN(c2ccccc2F)S(C)(=O)=O)c1	0.8	7	6%	16%[57.1 µM]	0.4	5	10%	-5%	-3
C[C@@H]1CN([C@@H](C)CO)C(=O)c2cccc(NC(=O)c3nc4ccccc4s3)c2O[C@@H]1CN(C)CC1CC1	.	5	?	-1%	.	.	7%	-7%	.
CCOc1ccccc1OCC(=O)Nc1ccc(S(=O)(=O)N(C)C)cc1	-0.3	3	-18%	23%	1.0	8	0%	6%	-6
O=C(N/N=C/c1cc([N+](=O)[O-])ccc1O)Nc1ccccc1	0.1	-1	-13%	18%[57.1 µM]	0.3	6	7%	3%[57.1 µM]	-2
COC(=O)C1SCC2C(=O)N(Cc3cccc(C)c3)CC(=O)N21 (stereo unspecified)	0.3	4	-14%	19%	0.0	14	10%	2%	-2
Cc1nc(SCC(=O)NCc2ccc(F)cc2)c2c(=O)n(C)c(=O)n(C)c2n1	-0.3	5	-14%	20%[57.1 µM]	-1.5	-17	-9%	10%[57.1 µM]	5
COC(=O)c1ccc(CSc2nnc(-c3ccncc3)o2)cc1	-0.8	3	-14%	12%	-1.1	6	-9%	-2%	-9
O=C(Cn1c(=O)n(-c2ccc(Cl)cc2)c(=O)c2c3c(sc21)CCC3)c1ccccc1	0.5	6	-5%	25%	0.8	.	-8%	1%	9

Three compounds from above, reduced to TRHR agonist, D2 antag and rTrxR1 inhibitor.
canonical_smiles,TRHR agonist,D2 antag,rTrxR1 inhibitor
CCCNS(=O)(=O)c1ccc(CCC(=O)Nc2ccc3c(c2)OCO3)cc1,-0.8,-3,9%
CCN(CC)c1ccc(N=Cc2ccc(N(CC)CC)cc2O)cc1,-0.1,2,5%
O=C(CCNC(=O)C1CCN(S(=O)(=O)c2ccc(F)cc2)CC1)NCCc1cccc(F)c1,-0.3,3,14%

Bioassay records: PubChem BioAssay, National Center for Advancing Translational Sciences (NCATS)
